# PHOSPHO1 block: PHOSPHO1 (human) inhibition. Q8TCT1. actives 1.1% (n = 290,000). recombinant PHOSPHO1, absorbance phosphatase assay. inhibition, % at 13.3 µM. AID 1565; in the data active means inhibition above about 60%
# GPR7 antag: human neuropeptides B/W receptor 1 antagonism; P48145; GPR7-expressing cells, fluorescence antagonist assay; inhibition, % at 4.4 µM; actives 1.1% (n = 290,000); AID 1861; in the data active means inhibition above about 16%, passing the limit was not always enough;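 further: cells stimulated with the agonist NPW; 0% = agonist with vehicle and 100% = vehicle without agonist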
# NALP1 inh: blocks the NALP1 inflammasome reconstituted in yeast; S. cerevisiae NALP1/ASC/caspase-1 growth, X-gal OD620, 72 h; inhibition, % at 10 µM; actives 0.61% (n = 280,000); AID 2071; in the data active means inhibition mostly above about 24%, no sharp cut-off; inactive means mostly below about 32%; further: some compounds called inactive have numbers as strong as hits
# MEKK2mut PB1 HTS: signal of MEK5 binding to mutant human MEKK2 PB1 domain; percent response, % at 10 µM; AID 1530; actives 0.35% (n = 290,000); bead flow cytometry, Alexa488-MEK5 binding to MEKK2 mutant; in the data active means percent response above about 24%, passing the limit was not always enough; further: inactives centre near 1; some results filed as inactive read as strong as hits; reference of the scale not given here
# MEKK3 PB1 HTS: modulators (inhibitors or enhancers) of MEK5 binding to human MEKK3 PB1 domain; Q99759; bead-based flow cytometry, Alexa488-MEK5 binding to MEKK3; actives lie on both sides; 0 = blocked by unlabeled MEK5, 100 = vehicle; binding response (% of control), % at 10 µM; actives 1.4% (n = 290,000); AID 1529;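 active means binding response more than 3 SD above or below the average of its plate-row segment, actives on both sides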;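 further: Alexa488 bead fluorescence after subtracting the streptavidin-only scavenger bead signal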
# V1R ag counter: activates human V1a receptor in oxytocin agonist counter-screen; P37288; CHO-V1R cells, Fluo-8 calcium fluorescence, agonist mode; 0% DMSO, 100% 3 nM vasopressin; activation, % at 3 µM; actives 0.25% (n = 320,000); AID 2797;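 active means activation above the mean activation of all tested compounds plus 3 SD, per screening run, cut at about 20% in these data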;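 further: signal is peak over basal fluorescence ratio across a 100 second FLIPR read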
# Target sequence (P37288 whole entry, looked up): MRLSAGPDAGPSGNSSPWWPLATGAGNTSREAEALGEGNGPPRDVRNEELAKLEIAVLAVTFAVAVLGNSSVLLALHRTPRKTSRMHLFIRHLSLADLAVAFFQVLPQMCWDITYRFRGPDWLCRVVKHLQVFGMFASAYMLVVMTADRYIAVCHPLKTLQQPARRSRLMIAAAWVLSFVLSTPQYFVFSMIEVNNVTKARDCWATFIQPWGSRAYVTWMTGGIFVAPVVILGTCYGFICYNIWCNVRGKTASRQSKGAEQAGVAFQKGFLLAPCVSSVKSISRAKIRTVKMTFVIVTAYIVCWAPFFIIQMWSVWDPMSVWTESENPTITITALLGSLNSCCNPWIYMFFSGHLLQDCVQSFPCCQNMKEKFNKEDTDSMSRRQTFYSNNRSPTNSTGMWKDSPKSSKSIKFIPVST
# MEKK2 WT-MEK5: raises or lowers MEK5 binding to wildtype human MEKK2 PB1 domain | binding response (% of control), % at 10 µM | actives 1.1% (n = 290,000) | bead flow cytometry, Alexa488-MEK5 binding to MEKK2 WT; actives lie on both sides; in the data active means binding response below about 67% or above about 130%
# GalR3 antagonist: human GalR3 antagonism; O60755; actives 0.44% (n = 360,000); inhibition, % at 3 µM; AID 651719; HEK293 GalR3-CNG cAMP membrane potential fluorescence; galR3 body fused to GalR1 C-terminus;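 active means inhibition above the screen-wide average plus 3 SD, cut at about 13% in these data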;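 further: forskolin and galanin both at EC90 stimulate the cells; cAMP rise reported by CNG channel membrane potential dye signal; 0% = forskolin plus galanin with DMSO and 100% = forskolin alone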
# Target sequence (O60755 1-299 limits assumed): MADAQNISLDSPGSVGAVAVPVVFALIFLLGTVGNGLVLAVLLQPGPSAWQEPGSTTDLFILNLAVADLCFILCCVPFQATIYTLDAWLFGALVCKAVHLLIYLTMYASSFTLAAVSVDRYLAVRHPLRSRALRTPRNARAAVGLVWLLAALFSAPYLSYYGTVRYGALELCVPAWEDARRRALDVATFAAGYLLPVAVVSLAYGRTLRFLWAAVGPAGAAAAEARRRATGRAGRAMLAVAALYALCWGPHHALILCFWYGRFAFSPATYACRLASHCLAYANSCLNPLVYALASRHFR
# OXTR agonist: agonists of human oxytocin receptor | P30559 | AID 2435 | actives 0.32% (n = 320,000) | activation, % at 3 µM | CHO-OTR cells, Fluo-8 calcium fluorescence; normalized: DMSO 0%, oxytocin 100%;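 active means activation above the mean of all tested compounds plus 3 SD, cutoff set per screening run, cut at about 20% in these data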;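 further: peak over basal fluorescence ratio from a 100 s FLIPR kinetic read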
# Target sequence (P30559 whole entry, looked up): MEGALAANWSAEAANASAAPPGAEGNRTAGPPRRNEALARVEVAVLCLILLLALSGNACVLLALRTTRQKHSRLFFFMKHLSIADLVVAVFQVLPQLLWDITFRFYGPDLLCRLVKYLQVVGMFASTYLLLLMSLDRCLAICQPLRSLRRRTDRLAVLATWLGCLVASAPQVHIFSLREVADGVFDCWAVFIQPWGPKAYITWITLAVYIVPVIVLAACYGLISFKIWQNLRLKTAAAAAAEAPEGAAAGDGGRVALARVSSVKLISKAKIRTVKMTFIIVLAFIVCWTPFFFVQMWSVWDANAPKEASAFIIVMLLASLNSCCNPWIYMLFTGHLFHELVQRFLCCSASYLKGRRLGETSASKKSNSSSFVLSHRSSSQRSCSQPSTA
# The depositor's hits bear a star; nt = no result given; [ ] = dose if it differs, or a comment. Outcome played no part in choosing rows, and some 5.4% of all compounds hit somewhere here.
SMILES,PHOSPHO1 block,GPR7 antag,NALP1 inh,MEKK2mut PB1 HTS,MEKK3 PB1 HTS,V1R ag counter,MEKK2 WT-MEK5,GalR3 antagonist,OXTR agonist
CC(C)n1cc(NC(=O)COc2ccccc2Cl)cn1,35,4,7,1,100,0.9,101,-8,0.9
Cc1ccc(C(=O)NCCCc2ccccc2)c(C)c1,44,-2,7,-2,100,-1.9,96,-4,-2.6
C=CCn1c(CCC(=O)Nc2ccc(C)c(Cl)c2)nnc1SCC(=O)Nc1ccccc1C,18,-3,38,1,100,0.4,97,-9,6.1
CC1CCN(CCc2nc3cc(NS(=O)(=O)c4ccccc4)ccc3n2C)CC1,16,-6,16,1,97,0.2,101,-9,0.3
CCN(CC)C(=O)c1[nH]cnc1C(=O)NCC(=O)OCc1ccccc1,15,-9,6,-5,100,1.1,102,1,3.1
Cc1ccc2nc(SCCC(=O)O)cc(C)c2c1,15,-4,13,10,108,-0.7,106,-2,-0.7
Cc1ccc(NC(=O)CN(C)CC(=O)Nc2sc3c(c2C(N)=O)CCC3)cc1,48,-15,10,8,102,-0.4,104,-8,-1.0
CS(=O)(=O)N1CCN(c2ccccc2[N+](=O)[O-])CC1,34,0,21,-7,79,-0.6,79,5,1.2
O=C(COC(=O)COc1ccc2ccccc2c1)NCC(F)(F)F,36,-12,-19,-8,98,6.0,90,2,4.2
COc1ccc(NC(=O)c2ccc3c(c2)NC(=O)CO3)cc1OC,-5,6,5,-12,94,0.0,79,-1,0.2
COc1ccc(-n2c(C)nc3cc(C(=O)NCc4ccco4)ccc32)cc1,-17,-3,14,6,103,-0.9,105,-3,-0.6
COC(=O)CC1C(=O)NCCN1C(=O)Nc1ccc(Cl)cc1 (configuration not stated),2,-8,-9,-38,95,0.6,2.0*[inhibitor],-4,1.7
O=C(CNC(=O)c1cccc(F)c1)OCC(=O)N1CCCCC1,-4,-1,12,10,103,0.1,112,-3,0.1
Cc1ccccc1OC1=NS(=O)(=O)c2ccccc21,21,-3,-4,-7,98,-0.2,94,1,-1.2
COc1nc(N(C)C)nc(-n2nnc(C(C)=O)c2C)n1,8,-4,5,-42,2.0*[inhibitor],0.8,1.0*[inhibitor],4,-1.3
COCCn1c(SCC(=O)Nc2ccc(C)cc2C)nc2c(oc3ccccc32)c1=O,-6,-8,15,-2,98,0.3,100,-5,-0.2
CCc1nc(SCC(=O)Nc2cccc(C(F)(F)F)c2)c2c(=O)n(C)c(=O)n(C)c2n1,46,-19,nt,3,106,-0.8,105,nt,-1.0
COc1ccc(C(=O)Nc2ccc(N3CCN(Cc4ccccc4)CC3)cc2)cc1,4,7,17,12,102,1.8,107,-6,2.1
CC(=O)NC1=NN(C(C)=O)C2(S1)C(=O)N(C(C)=O)c1ccc(C)cc12 (configuration not stated),4,-2,-1,9,104,1.5,103,-6,-0.4
Cc1ccc(C)c2sc(NC(=O)CN3C(=O)CCC3=O)nc12,27,13,nt,-3,98,4.0,98,2,1.8

# A portion of the results above, for reference:
SMILES,PHOSPHO1 block,GPR7 antag,NALP1 inh,MEKK2mut PB1 HTS,MEKK3 PB1 HTS,V1R ag counter,MEKK2 WT-MEK5,GalR3 antagonist,OXTR agonist
COc1ccc(C(=O)Nc2ccc(N3CCN(Cc4ccccc4)CC3)cc2)cc1,4,7,17,12,102,1.8,107,-6,2.1
CC(=O)NC1=NN(C(C)=O)C2(S1)C(=O)N(C(C)=O)c1ccc(C)cc12 (configuration not stated),4,-2,-1,9,104,1.5,103,-6,-0.4
Cc1ccc(C)c2sc(NC(=O)CN3C(=O)CCC3=O)nc12,27,13,nt,-3,98,4.0,98,2,1.8

# Next entries follow.
SMILES,PHOSPHO1 block,GPR7 antag,NALP1 inh,MEKK2mut PB1 HTS,MEKK3 PB1 HTS,V1R ag counter,MEKK2 WT-MEK5,GalR3 antagonist,OXTR agonist
Cc1cc(C)cc(-n2nnc(C(=O)NCc3ccc(Cl)cc3)c2N)c1,29,-10,22,3,109,1.7,106,0,0.7
COc1cccc(CC2(CO)CCN(S(=O)(=O)c3ccc(OC)cc3OC)CC2)c1,45,12,10,1,99,2.0,97,-2,2.2
Cc1nonc1NC(=O)CSc1nc2cc(Cl)ccc2c2c1CCCC2,24,-10,17,3,102,0.5,104,nt,-0.4
CCc1nc(-c2ccc(OC)c(OC)c2)cc2cc(OC)c(OC)cc12,9,-19,nt,5,102,-2.0,116,-1,-2.4
O=C(CC(=O)c1cccc([N+](=O)[O-])c1)Nc1ccccc1Cl,3,-13,9,-13,94,1.5,84,-3,0.2
O=C(Nc1ccc(C(=O)O)cc1)/C(=C\C=C\c1ccccc1)NC(=O)c1ccccc1Br,13,-7,31,-6,98,-0.5,96,-3,-0.9
Cc1cc(Cl)n2nc(C)c(-c3ccc(Cl)cc3)c2n1,-16,33*,-19,-9,97,-1.5,98,-10,-2.1
O=C1Nc2ccccc2C(=O)C1(Cl)Cc1ccccc1 (configuration not stated),-63,2,-4,6,103,0.9,105,-1,0.3
Cc1nc2nc(C)c(CCC(=O)NC3CCCCC3)c(C)n2n1,-29,-16,8,-6,97,0.9,98,6,0.1
CC(C)C(NS(=O)(=O)c1ccc2c(c1)oc(=O)n2C)C(=O)N1CCN(c2ccccc2F)CC1 (configuration not stated),-7,nt,-10,2,107,0.1,105,-2,-1.2
O=C(O)CCn1c(-c2ccccn2)nc2ccccc21,19,-16,-4,1,96,1.0,106,-8,2.9
CCOc1ccc(-n2c(-c3ccccc3)c[nH]c2=S)cc1,-64,-8,-6,0,97,-1.4,96,-11,-0.1
O=c1[nH]n2cc(-n3cc([N+](=O)[O-])cn3)cnc2c1Br,8,8,-2,-8,91,-0.1,93,-5,1.2
CCCCc1c(C)nc2ccc(C(=O)OCC)cc2c1Cl,-9,0,18,0,94,0.5,90,1,-0.4
Cn1ncc(Cl)c1C(=O)N1CCCc2ccccc21,16,-10,15,-4,91,0.2,98,10,-1.0
CCN(CC)C(=S)Nc1ccc(OC(F)F)cc1,30,-15,-9,1,102,0.1,102,6,0.2
O=C1c2cnc3ncnn3c2CC2c3ccccc3CCN12 (configuration not stated),40,5,5,-28,87,0.9,82,-5,-0.2
COC(=O)C1=C(C)NC(=S)NC1c1ccc(-c2cccc(Cl)c2)o1 (configuration not stated),-6,-15,1,-2,96,-0.6,92,-10,-1.8
COc1ccc2[nH]c3c(N4CCc5ccccc5C4)ncnc3c2c1,13,13,nt,47,127,9.3,189*,-3,7.3
CC1(C)Cc2c(sc(NC(=O)COc3ccc(Cl)cc3Cl)c2C(N)=O)C(C)(C)N1,18,19,23,10,107,13,129,3,10

# Records above printed as active in GPR7 antag.
canonical_smiles | PHOSPHO1 block | GPR7 antag | NALP1 inh | MEKK2mut PB1 HTS | MEKK3 PB1 HTS | MEKK2 WT-MEK5 | GalR3 antagonist
Cc1cc(Cl)n2nc(C)c(-c3ccc(Cl)cc3)c2n1 | -16 | 33* | -19 | -9 | 97 | 98 | -10

# Further entries follow:
SMILES,PHOSPHO1 block,GPR7 antag,NALP1 inh,MEKK2mut PB1 HTS,MEKK3 PB1 HTS,V1R ag counter,MEKK2 WT-MEK5,GalR3 antagonist,OXTR agonist
COc1ccc(C(=O)C2CCN(C(=S)NCCc3ccccc3)CC2)cc1,4,3,-8,8,102,4.3,107,-7,4.5
COc1ccc(C2=NS(=O)(=O)N(C)C(C(=O)Nc3ccc(C)cc3)=C2)cc1,12,-1,21,1,103,8.8,99,nt,6.1
COc1ccccc1C(=O)N1CCN(Cc2c[nH]c3ccccc23)CC1,23,-6,17,9,106,2.1,111,-10,2.0
O=C(c1ccco1)N1CCN(C/C=C/c2ccccc2)CC1,16,-10,-2,3,105,0.7,113,1,0.9
COC(=O)COc1ccc(S(=O)(=O)NC2CCCCCC2)cc1,38,2,6,2,105,4.5,104,-2,8.8
COc1ccc(C)cc1NC(=O)CCS(=O)(=O)c1cc2c(cc1Cl)NC(=O)CO2,43,-2,0,-1,95,2.1,94,-8,1.2
NNC(=O)Cn1c(SCc2ccccc2)nc2ccccc21,26,-4,-4,2,101,-0.9,102,-1,-1.0
Cc1cc(N2C(=O)NC(=O)CC2C)c(C)cc1C(C)C (configuration not stated),1,-5,37,-4,94,1.3,98,1,0.4
O=C(Cc1cccs1)NNC(=S)NCc1ccco1,-24,-3,-16,8,105,0.6,103,-5,1.0
Fc1ccc(CSc2nnc(-c3ccccn3)o2)cc1,8,-9,8,4,110,nt,110,-9,nt
COc1ccc(Cc2nnc(NC(=O)Cn3cnc4c3c(=O)n(C)c(=O)n4C)s2)cc1OC,46,9,22,7,102,-0.2,101,-6,-0.3
COc1ccc(CNC(=O)Nc2ccc(OC)cc2)cc1,12,9,17,1,94,0.0,82,-5,0.5
N#Cc1cn(CC(=O)NCCc2c[nH]c3ccccc23)c2ccccc12,-27,2,-13,2,103,8.1,104,-5,14
COc1cc2c(C(=O)NCc3ccccn3)cn(CC(C)C)c(=O)c2cc1OC,-1,-9,24,5,112,0.3,111,-1,-0.4
O=Cc1c(-c2ccccc2)cc2oc3ccccc3cc1-2,40,4,-12,5,105,-0.1,107,nt,-2.0
Clc1ccccc1-c1nc(N/N=C/c2cccnc2)c2ccccc2n1,15,8,-2,7,114,-0.8,109,-3,-1.3
O=C(O/N=C/C1=C(Cl)c2ccccc2CC1)c1ccc(F)cc1,14,-6,10,-5,98,-0.6,97,-1,-0.9
COc1cc(C)nc(Oc2ccc(OCCOc3ccc(C)cc3)nn2)n1,11,7,11,2,102,0.6,100,-3,0.7
CC(=O)C(C)Oc1ccc2c3c(c(=O)oc2c1C)CCCC3 (configuration not stated),9,-3,6,nt,nt,3.9,nt,-3,2.6
Cc1ccccc1C(=O)NC1CCCCCCC1,-6,-1,1,-9,98,-0.9,95,-7,-0.9
Cc1ccc(NC(=O)Cn2nnc(C(=O)NCc3ccc4c(c3)OCO4)c2N)cc1,7,1,12,1,105,0.3,104,-8,0.4
Cn1c(CN2CCCCC2)nc2cc(NS(=O)(=O)c3ccc(F)cc3)ccc21,35,-1,-9,-4,98,9.2,99,-11,8.9
CC(C)(C)c1cc(S(=O)(=O)CCc2ccncc2)cc(C(C)(C)C)c1F,40,-8,2,0,96,-1.1,95,-10,-1.1
O=C(OC(c1ccc(NS(=O)(=O)c2ccccc2)cc1)(C(F)(F)F)C(F)(F)F)c1ccccc1,-5,-16,29,1,95,3.9,105,-4,2.4
O=C(NCc1cccnc1)c1cc(Sc2cccc(Cl)c2)nc2ccccc12,-2,-4,21,-1,100,6.3,102,-5,3.5
CC(C)CC(=O)N1CCN(Cc2ccc3c(c2)OCO3)CC1,8,5,20,-1,99,-0.8,100,5,0.8
COc1cc(NC(=O)Cc2cccs2)ccc1-n1cnnn1,11,1,8,6,101,0.1,101,-1,0.5
CC1S/C(=N\N=C\c2cccc([N+](=O)[O-])c2)N(C(C)(C)C)C1=O (configuration not stated),32,-8,nt,-10,98,-1.3,94,5,-1.6
Cc1cccc(C2(c3cccc(C)c3)CC2C(=O)Nc2ccc([N+](=O)[O-])cc2O)c1 (configuration not stated),-18,16,16,2,107,6.7,108,-4,3.5
Cc1ccc(/C=N/N=C2/NC(=O)CS2)o1,1,3,16,-14,93,0.7,84,-7,0.3
CC(OC(=O)c1ccc(Cl)c(S(=O)(=O)Nc2ccc(F)cc2)c1)C(=O)NC(N)=O (configuration not stated),55,8,1,2,100,-0.1,100,0,1.6
CCOC(=O)c1sc(N)c(C#N)c1CSc1nc2ccc(OCC)cc2[nH]1,43,-1,-10,-11,96,-0.6,91,8,-2.5
Cc1ccc(/C=N/n2c(-c3ccc(Cl)cc3)n[nH]c2=S)s1,-5,15,-7,-11,92,0.8,91,-8,0.0
COc1ccc(C2CC(C(F)(F)F)n3nc(C(=O)O)c(Cl)c3N2)cc1OC (configuration not stated),-9,-11,1,6,99,1.6,98,1,0.1

# Screening data as filed in PubChem BioAssay.
